HCV inhibitor: qHTS Assay for Inhibitors of Hepatitis C Virus (HCV) | Huh7.5.1 HCVcc-Cre infection, luciferase reporter, 44 h | Potency, µM (doses to about 41.8 µM), for the others: at the top dose activity change, negative = inhibition, most hits filed as inhibitors | hit rate 3.4% among 340,000; further: potency means the concentration at half of the fitted maximal effect; on the % scale 0 is the no-effect control and ±100 the full control effect
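Compounds are dispensed onto cells plated 4 h earlier at 1,000 per well, with HCVcc-Cre virus (about 0.5 moi) added next. Following 44 h of culture, luminescent signal is measured for 15 sec after 15 min with substrate at room temperature.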
Shiga toxin inh: A qHTS for Small Molecule Inhibitors of Shiga Toxin | Vero cells, Shiga toxin protein synthesis inhibition reporter | hit rate 9.2% among 290,000 | inhibition, % at 38.7 µM; in the data active means inhibition mostly above about 28%, no sharp cut-off; inactive means mostly below about 43%; further: 0% is about no effect
FBPA Giardia inh: qHTS Assay for Inhibitors of Fructose-1,6-bisphosphate Aldolase from Giardia Lamblia; A8B2U2; purified Giardia FBPA; Potency, µM (titrated, usually from 59.6 µM), inactives show at the top dose activity, negative = inhibition, hits mostly inhibitors; hit rate 0.71% among 290,000; further: potency means the concentration at half of the fitted maximal effect; on the % scale 0 is the no-effect control and ±100 the full control effect; nearly all actives have a fitted effect of over 55% in size
Target sequence (A8B2U2 whole entry, looked up): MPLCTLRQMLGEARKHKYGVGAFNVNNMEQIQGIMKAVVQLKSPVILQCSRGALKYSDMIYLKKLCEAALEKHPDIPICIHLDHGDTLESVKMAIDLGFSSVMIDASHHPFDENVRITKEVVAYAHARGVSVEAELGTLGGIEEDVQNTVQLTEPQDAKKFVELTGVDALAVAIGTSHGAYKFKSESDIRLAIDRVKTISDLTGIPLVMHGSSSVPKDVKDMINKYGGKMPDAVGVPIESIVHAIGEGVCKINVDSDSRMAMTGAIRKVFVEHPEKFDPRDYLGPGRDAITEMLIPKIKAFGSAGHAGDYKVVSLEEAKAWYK
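Giardia FBPA (40 nM reagent) was preincubated 10 min at RT with compound (up to 57.5 uM final), then substrate plus GAPDH/TPI/NAD/arsenate coupling system with diaphorase/resazurin was added; resorufin fluorescence (525/598 nm) was read after 20 min.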
CHX counter: Cycloheximide Counterscreen for Small Molecule Inhibitors of Shiga Toxin; cell reporter, cycloheximide protein synthesis inhibition counterscreen; max response, %; hit rate 12% among 300,000; AID 2314, 2010; in the data active means max response mostly above about 13%, no sharp cut-off; inactive means mostly below about 14%; further: read at 38.3 µM for the half of the compounds with a filed dose; 0% is about no effect
Pf growth 96h: Primary qHTS for delayed death inhibitors of the malarial parasite plastid, 96 hour incubation; P. falciparum luciferase reporter growth, 96 h; Potency, µM (series often up to 28.7 µM), for the others: at the highest dose activity change, negative = inhibition, actives largely listed as inhibitors; hit rate 6.9% among 320,000; further: potency means the concentration at half of the fitted maximal effect; on the % scale 0 is the no-effect control and ±100 the full control effect
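Parasite growth measured via integrated firefly luciferase reporter in P. falciparum. Infected erythrocytes at 2% hematocrit, 0.05% parasitemia final were treated 96 hours at 37 C under 5% CO2, and luminescence was read.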
Pf growth 48h: Primary qHTS for delayed death inhibitors of the malarial parasite plastid, 48 hour incubation; P. falciparum luciferase growth in erythrocytes, 48 h; Potency, µM (highest dose often 28.7 µM), without a hit: top-dose activity change, negative = inhibition, hits mostly inhibitors; hit rate 5.9% among 310,000; AID 504832, 2011; further: potency means the concentration at half of the fitted maximal effect; on the % scale 0 is the no-effect control and ±100 the full control effect
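Cell-based growth assay: transgenic P. falciparum expressing firefly luciferase, cultured in red cells within RPMI 1640 containing 0.5% w/v Albumax, 24 mM bicarbonate and gentamycin. A drop in luciferase activity indicates inhibition.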
The depositor's hits bear a star; ? = inconclusive; . = not tested or not shown; [ ] = another dose, or the depositor's remark. Unless noted, the call rests on the fitted dose curve; in most records, active means well fitted curve in the direction sought with a large enough effect; inconclusive means small, poorly fitted or top-dose-only effect, or another doubt; inactive means no such curve, though single readings can be large; an effect the other way counts as inactive or inconclusive.

SMILES | HCV inhibitor | Shiga toxin inh | FBPA Giardia inh | CHX counter | Pf growth 96h | Pf growth 48h
COc1cccc(N2CCN(Cc3ncc(-c4ccccc4)o3)CC2)c1 | 5.2% | 24.8 | 5.6% | -2.0 | 15.1% | 17.3%
Cc1ccc(-c2nc3ncccc3o2)cc1NC(=O)c1cc2ccccc2o1 | 0.4% | -15.0 | -0.5% | -1.3 | 93.0%[activator] | .
CCCCC(=O)Nc1sc2c(c1C#N)CC(C)(C)OC2 | 0.1% | 41.3 | 6.9% | 1.7 | 13.5% | 34.5%[activator]
Cc1cccc(NS(=O)(=O)c2cc(C(=O)NCc3ccccn3)ccc2C)c1 | -6.9% | -7.2 | . | -1.0 | -30.2% | 3.8%
CC1CCCCC12NC(=O)N(CC(=O)N1CCN(S(=O)(=O)Cc3ccccc3)CC1)C2=O (stereo unspecified) | 6.4% | . | . | . | 15.6% | -4.3%
CCc1ccc(NC(=O)NCC2CCN(c3ccc(OC)cc3)C2)cc1 (stereo unspecified) | -27.7% | -7.0 | -7.0% | -2.2 | ? | ?
O=C(N/N=C\c1ccc([N+](=O)[O-])o1)c1cncc(Br)c1 | 22.4µM* | -22.4 | ? | -2.6 | ? | ?
CC(C)n1c(S(=O)(=O)O)nc2ccccc21 | 10.3% | 16.9 | -19.3% | -1.5 | 10.2% | 28.6%
O=C(Oc1coc(CSc2nnc(NC(=O)C3CC3)s2)cc1=O)c1c(F)cccc1F | -0.7% | -15.6 | 17.9% | -7.5 | ? | 1.6%
CC1=C(C(=O)NC2CCCCC2C)C2(CCC(C)CC2)OC1=O (stereo unspecified) | 11.6% | 3.2 | 3.6% | -5.4 | -5.4% | 9.28µM*
COc1ccc(CCN2CC(O)=C(c3nc(C)cs3)C2=N)cc1OC | 14.2% | -10.9 | -5.0% | -5.8 | 21.3% | -2.1%
O=C(NCc1cccc(C(F)(F)F)c1)C1CC(c2ccccc2[N+](=O)[O-])=NO1 (stereo unspecified) | -6.9% | 9.3 | -1.6% | 62.5 | -10.5% | 44.7%[activator]
O=C(C1=C[C@H](c2ccc3c(c2)OCO3)C[C@H](OCCCCO)O1)N1CCN(Cc2ccc3c(c2)OCO3)CC1 | -26.2% | -13.6 | -12.7% | 6.5 | ? | ?
COC(=O)c1[nH]c2cc(OC)ccc2c1NC(=O)CCN1CCCCC1 | -7.1% | -5.3 | -4.3% | 1.8 | 25.4% | -6.2%
CCN(CC)c1ccc(/C=N/NS(=O)(=O)c2ccc(C)c([N+](=O)[O-])c2)cc1 | -2.6% | -2.0 | 0.3% | 3.0 | 3.3% | 4.2%
O=c1nccc(N/N=C/c2ccccc2)[nH]1 | 13.0% | 36.7* | ? | 37.3* | 66.5%[activator] | .
COc1cc(-c2cc(-c3ccccc3)nc(SCC(=O)Nc3nccs3)c2C#N)cc(OC)c1OC | -22.9% | -17.1 | . | -1.9 | ? | 1.17µM*
O=C(CCCCCn1c(=O)[nH]c2ccsc2c1=O)N1CCCCC1 | 7.1% | 0.6 | 4.5% | -1.3 | ? | 11.7µM*
COc1cc2ncnc(NCc3ccccc3Cl)c2cc1OC | -21.2% | -17.2 | 2.3% | -2.2 | ? | ?
C=C(C)COc1ccc2c(C)c(C)c(=O)oc2c1OCC(=C)C | -27.7% | -22.8 | 5.5% | 8.3 | 3.6% | 11.7µM*
Cc1cc(=O)n2[nH]c(C)cc2n1 | 20.3% | 12.6 | -11.3% | 7.5 | 12.9% | 8.1%
Cc1nnc2sc(-c3cccc4ccccc34)nn12 | 8.3% | -4.2 | 10.8% | 8.3 | 26.1% | 4.3%
COc1ccc(Cn2c(N)c(C(=O)NCc3ccco3)c3nc4ccccc4nc32)cc1OC | 7.08µM* | -7.4 | -28.9% | 1.0 | 3.7µM* | ?
Nc1ccc2cn[nH]c2c1 | -4.0%[8.37 µM] | -2.8 | ? | -1.3 | 31.4%[activator] | 5.0%
CCOc1ccccc1CN1CCNC(=O)C1CC(=O)NCCN1CCOC1=O (stereo unspecified) | 16.2% | 9.6 | -23.8% | -2.8 | 3.2% | 17.4%

Part of the list above in order of SMILES length, ascending.
SMILES | HCV inhibitor | Shiga toxin inh | FBPA Giardia inh | CHX counter | Pf growth 96h | Pf growth 48h
O=c1nccc(N/N=C/c2ccccc2)[nH]1 | 13.0% | 36.7* | ? | 37.3* | 66.5%[activator] | .
C=C(C)COc1ccc2c(C)c(C)c(=O)oc2c1OCC(=C)C | -27.7% | -22.8 | 5.5% | 8.3 | 3.6% | 11.7µM*
Cc1ccc(-c2nc3ncccc3o2)cc1NC(=O)c1cc2ccccc2o1 | 0.4% | -15.0 | -0.5% | -1.3 | 93.0%[activator] | .
O=C(NCc1cccc(C(F)(F)F)c1)C1CC(c2ccccc2[N+](=O)[O-])=NO1 (stereo unspecified) | -6.9% | 9.3 | -1.6% | 62.5 | -10.5% | 44.7%[activator]
O=C(C1=C[C@H](c2ccc3c(c2)OCO3)C[C@H](OCCCCO)O1)N1CCN(Cc2ccc3c(c2)OCO3)CC1 | -26.2% | -13.6 | -12.7% | 6.5 | ? | ?

Next records follow.
SMILES | HCV inhibitor | Shiga toxin inh | FBPA Giardia inh | CHX counter | Pf growth 96h | Pf growth 48h
CC(C)OCCCNc1ncnc2c1[nH]c1ccccc12 | 2.51µM* | 12.9 | 0.9% | 15.9* | ? | 5.86µM*
O=C(CN(c1ccc(F)cc1)S(=O)(=O)c1ccc2c(c1)OCCO2)NCc1cccnc1 | 2.5% | 16.8 | 0.0% | -2.7 | . | -20.6%
Cc1ccc(N2C(=O)C3CCC(c4ccccc4)CC3C2=O)cc1 (stereo unspecified) | 1.5% | 1.3 | 4.6% | 0.7 | 16.8% | -14.4%
CC(C)CCC(C(=O)O)C(C)CC(=O)NC1CCCCC1 (stereo unspecified) | 0.2% | -8.6 | 1.9% | -3.2 | -1.4% | 4.9%
Cc1nc2cc(NC(=O)N3CCC(c4ccccc4)C3)ccc2n1C (stereo unspecified) | -9.0% | 98.7* | -2.5% | 27.4* | . | 59.9%[activator]
COc1ccc(-c2noc(N3CCC(C(=O)NC(C)c4ccccc4)CC3)n2)cc1 (stereo unspecified) | ? | 10.5 | -18.6% | -2.0 | -7.9% | ?
CCN(CC(=O)NCc1cccs1)C(=O)CN(C)S(=O)(=O)c1ccc(C)cc1 | 2.9% | . | . | . | 34.9%[activator] | -14.4%
CC(C)n1c(C(O)c2ccccc2)nc2ccccc21 (stereo unspecified) | 6.3% | 1.2 | 6.6% | -2.0 | 20.9% | -25.1%
CC(C)CC12CN3CCN(CC(C3)C1O)C2 (stereo unspecified) | -11.3% | -11.5 | -0.2% | -4.6 | 45.8%[activator] | .
O=P(O)(Cc1ccccc1)Cc1ccccc1 | 12.1% | . | -13.6% | -0.9 | ? | -15.7%
COc1cccc(CNC(=O)CCC2CCCN(C(=O)Cc3ccccc3F)C2)c1 (stereo unspecified) | 5.6% | 23.4 | 1.8% | 4.8 | 12.7% | -4.5%
Cc1ccc(Oc2ccc(-c3nc(N)nc(N)n3)cc2)cc1C | 6.0% | 5.9 | 0.6% | -2.7 | -33.3% | .
Cn1c2ccccc2c2c(C(=O)N3CCN(C(=O)c4ccco4)CC3)cn(C3CCCCC3)c(=O)c21 | -5.8% | -9.8 | -0.2% | -2.9 | ? | .
CCCc1nn2c(=O)cc(CSCC(=O)Nc3ccc(OC)cc3)nc2s1 | 11.9% | -6.0 | -8.2% | -6.5 | -22.8% | -4.2%
CCOC(=O)C1CCN(C(=O)c2ccc(OC3CCN(C(=O)COC)CC3)cc2)CC1 | 7.5% | 28.2 | 1.4% | 10.7* | 20.9% | 5.7%
CC(NC(=O)c1cccc(S(=O)(=O)N2CCN(C)CC2)c1)C1CC2CCC1C2 (stereo unspecified) | 4.8% | -9.2 | 5.9% | 2.7 | 2.0% | -17.1%
O=C1c2cccnc2C(=O)N1c1ccccc1-c1ccccc1 | 17.4% | 5.1 | -3.3% | -3.4 | . | .
CC1Nc2ccccc2C(=O)N1NS(C)(=O)=O (stereo unspecified) | 7.6% | -9.6 | 3.4% | 10.2 | 0.0% | 27.2%
Cc1ccc(S(=O)(=O)Oc2ccc(/C=C3\C(=N)N4N=C(S(C)(=O)=O)SC4=NC3=O)cc2)cc1 | 33.7%[activator] | 18.0 | . | 1.7 | -26.1% | 13.1%
c1ccc2c(c1)nc(NCC1CCCO1)c1nnnn12 (stereo unspecified) | -7.0% | 58.4* | 1.3% | 21.5* | -11.5% | 11.1%
Nc1ccc([N+](=O)[O-])cc1C(=O)NNC(=O)c1ccco1 | 0.3% | -10.1 | -8.7% | 1.8 | 41.6% | 11.7%
O=S(=O)(Nc1ccc(Cl)cc1)c1ccc(N2CCOCC2)c(NC(=S)NCCN2CCOCC2)c1 | -9.0% | 18.3 | 5µM* | 6.9 | -11.9% | ?
CCOc1ccc(CC(=NCCc2ccccc2)C2=C(O)CC(C)(C)CC2=O)cc1OCC | -9.9% | -7.2 | -2.6% | -2.5 | ? | ?
O=c1[nH]c(C2CCN(S(=O)(=O)c3cccc([N+](=O)[O-])c3)CC2)nc2c1nnn2Cc1ccccc1 | 7.2% | -11.3 | . | -1.2 | 43.3% | 8.28µM*
S=c1nc(C2CCCCC2)n(-c2ccccc2)[nH]1 | ? | -2.6 | 7.4% | 5.7 | 13.8% | ?

Next part:
SMILES | HCV inhibitor | Shiga toxin inh | FBPA Giardia inh | CHX counter | Pf growth 96h | Pf growth 48h
COc1ccc([C@@H]2[C@@H]3C(=O)N(C(C)(C)C)C(=O)[C@@H]3[C@]3(Cc4ccc(Cl)cc4)C(=O)N(c4cccc(F)c4)C(=O)N23)cc1 | -11.5% | . | . | . | 9.28µM* | 5.86µM*
COc1ccc(NC(=O)COc2ccc3c(c2)CCC3)cc1 | 2.2% | 1.3 | -1.8% | 8.1 | 13.3% | 12.5%
O=C(Nc1ccc(Cc2ccncc2)cc1)c1ccc(Br)o1 | -10.1% | 33.7 | -9.6% | 15.4* | . | -1.0%
CCC1CCCCN1C(=O)c1cc(-c2ccc(Cl)c(Cl)c2)on1 (stereo unspecified) | 11.0% | 93.9* | 3.5% | 39.1* | 78.4%[activator] | -10.5%
COC(=O)C1=C(c2ccc(OC(F)(F)F)cc2)C[C@@H]2CC[C@H]1N2C(=O)NC1Cc2ccccc2C1 | ? | . | . | . | ? | ?
CCC(C(=O)N1CCN(c2ccccn2)CC1)n1nc(C)n2c(cc3occc32)c1=O (stereo unspecified) | ? | -25.8 | 14.9% | 2.2 | 126.4%[activator] | -18.7%
O=C(C1CCN(S(=O)(=O)c2ccc(Cl)cc2)CC1)N1CCN(c2ccccn2)CC1 | 2.0% | . | . | . | ? | ?
Cc1cc(O)c(C(C[N+](=O)[O-])c2ccc(Cl)cc2)c(=O)o1 (stereo unspecified) | 4.8% | 1.8 | 4.6% | -3.4 | . | -0.9%
CCOC(=O)C1=C(C)N(CCCCCC(=O)O)C(=O)NC1c1ccc([N+](=O)[O-])cc1 (stereo unspecified) | 14.7% | -1.2 | 12.4% | -2.8 | ? | -1.4%
CCN(CC)CCCNC(=O)c1c(O)c2ccccc2n(Cc2ccccc2)c1=O | -19.8% | -10.6 | -13.8% | -2.7 | 44.1%[activator] | 9.28µM*
Cc1cccc(NC(=O)[C@H](C)NC(=O)[C@@H]2Cc3ccccc3CN2C(=O)OC(C)(C)C)c1 | -7.0% | 20.6 | . | 14.2 | -9.3% | ?
COCCCNC(=O)C1CCN(c2ccc(N3CCOCC3)nn2)CC1 | 9.5% | -2.4 | -0.2% | -3.8 | 17.8% | 10.0%
CCOC(=O)CC(NS(=O)(=O)c1ccc(NC(C)=O)cc1)c1ccc(OCC)cc1 (stereo unspecified) | 17.4% | -2.5 | 3.4% | 1.5 | ? | ?

High-throughput results (PubChem)
